MgcRacGAP inhibition = MgcRacGAP GTPase-activating activity inhibitors, confirmation, biochemical, ADP Hunter fluorescence | MgcRacGAP-stimulated Rac1 GTP hydrolysis, ADP Hunter fluorescence; higher % means a stronger effect; GST-tagged Rac1 F28L mutant substrate | inhibition, % at 30 µM, or IC50 in µM where a hit was titrated | 0.6% of 340,000 active;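 active means first-screen hits whose inhibition reached a set limit at any dose in the follow-up dose series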;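 further: fluorescence reports GDP produced by GAP-driven GTP hydrolysis; strong numbers were not always called active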
Lipid droplet = hepatic lipid droplet formation modulation | AML12 mouse hepatocytes, oleate lipid droplets, BODIPY imaging | inhibition, % at 6.5 µM | 0.4% of 240,000 active;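 active means lipid droplet intensity inhibited by at least 50%, with more than 500 cells counted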
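Assay system: AML12 hepatocytes (mouse) / Also added: 100 µM oleic acid challenge / Times: overnight treatment with compound plus oleate / Detection: high-content imaging of BODIPY-stained droplets and DAPI nuclei / Evaluation: % inhibition of lipid droplet signal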
GPR55 beta-arrestin = GPR55 agonists via beta-arrestin recruitment, primary screen, imaging, U2OS cells, beta-arrestin-GFP redistribution (AID 1961). activation, % at 10 µM, or EC50 in µM where a hit was titrated. 0.048% of 290,000 active. U2OS GPR55 beta-arrestin-GFP redistribution imaging; higher % means a stronger effect;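 active means activation above 40% with more than 50 cells counted in the well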;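 further: U2OS osteosarcoma cells stably expressing GPR55 and beta-arrestin-GFP; plate controls were DMSO negative control for no effect and LPI positive control for full effect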
T cell modulator = T cell immune modulation candidate; 2C CD8+ T cell-vesicle binding, flow cytometry; stronger effect = lower value; calls only at 7 µM; 0.068% of 330,000 active; AID 2052;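 active means response, share of CD8 T cells binding vesicles, and their 90th percentile fluorescence all below set limits, cut at about 80% in these data, passing the limit was not always enough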
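Material: murine 2C transgenic CD8+ T lymphocytes / Also added: QL9-peptide-loaded Drosophila micro-vesicles bearing Ld, ICAM-1 and B7-1 / Schedule: binding step 1.5 h, 37 °C, antibody labelling 20 min, ice / Signal: flow cytometry, PE anti-B7-1 (FL2) versus Alexa647 anti-CD8 (FL8), PFA-fixed / Evaluation: percent CD8+ FL2 mean versus row control / Benchmarks: naked versus QL9-loaded vesicles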
NTR1 ag = NTR1-driven beta-arrestin-GFP spot formation – imaging, U2OS cells, high content, primary screen (AID 493036) | agonist mode | 0.17% of 330,000 active | activation, % at 20 µM | P30989;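 active means activation at or above 40% of the spot to cytoplasm intensity ratio, with at least 20 cells analyzed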;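 further: 0% = DMSO without peptide and 100% = 100 nM NTR1 peptide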
Target sequence (P30989 whole entry, looked up): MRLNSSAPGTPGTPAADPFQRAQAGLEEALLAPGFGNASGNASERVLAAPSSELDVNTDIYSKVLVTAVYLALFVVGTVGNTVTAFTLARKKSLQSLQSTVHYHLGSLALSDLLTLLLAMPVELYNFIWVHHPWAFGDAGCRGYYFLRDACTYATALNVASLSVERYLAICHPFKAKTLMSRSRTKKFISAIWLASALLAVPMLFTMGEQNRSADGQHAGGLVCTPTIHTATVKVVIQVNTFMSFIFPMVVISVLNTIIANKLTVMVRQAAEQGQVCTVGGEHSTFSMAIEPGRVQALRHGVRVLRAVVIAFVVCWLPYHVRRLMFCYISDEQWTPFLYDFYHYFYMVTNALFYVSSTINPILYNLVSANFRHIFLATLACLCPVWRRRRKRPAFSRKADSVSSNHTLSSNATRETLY
GPR55 antagonists = GPR55 antagonists blocking LPI-driven arrestin recruitment, primary screen, imaging, U2OS, beta-arrestin-GFP, LPI agonist (AID 2013). one-dose inhibition, % at 10 µM; IC50 in µM for titrated hits. U2OS GPR55 beta-arrestin-GFP translocation imaging, LPI antagonism; higher % means a stronger effect. 0.13% of 290,000 active;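 active means spots per cell inhibited over 60%, with over 100 cells counted and total cytoplasm intensity under 500,000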;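 further: U2OS cells stably carrying GPR55 and arrestin-GFP stimulated by 5 µM LPI near EC80; imaged beta-arrestin-GFP aggregate spots per cell after agonist stimulation; plate controls were LPI-stimulated DMSO wells for no effect and DMSO wells without LPI for full effect; some results filed as inactive read as strong as hits; confirmed hits need IC50 under 10 µM and bright autofluorescent wells are also inconclusive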
Large T inhibition = SV40 large T antigen inhibitors, biochemical (AID 1903). SV40 large T antigen ATPase/helicase inhibition assay; higher % means a stronger effect. inhibition, % at 20 µM, or IC50 in µM where a hit was titrated. 0.39% of 310,000 active; in the data active means a potency from the dose series; further: strong numbers were not always called active
LYP phosphatase = PTPN22 lymphoid phosphatase activity blockers – biochemical, fluorescence intensity, uHTS (AID 1779) | inhibition, % at 11.5 µM, or IC50 in µM where a hit was titrated | 0.054% of 290,000 active | recombinant LYP phosphatase, fluorescence intensity; higher % means a stronger effect; in the data active means inhibition above about 50%;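 further: plate controls were vehicle with enzyme for no effect and no enzyme for full effect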
GPR35 antagonists = GPR35 antagonists blocking zaprinast-driven arrestin recruitment, primary screen, imaging, U2OS, beta-arrestin-GFP, zaprinast agonist (AID 2058); U2OS GPR35 beta-arrestin-GFP translocation imaging, zaprinast antagonism; higher % means a stronger effect; one-dose inhibition, % at 10 µM; IC50 in µM for titrated hits; 0.052% of 290,000 active;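 active means inhibition of at least 50% with at least 30 cells and total cytoplasm GFP at most 10,000,000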
Lipid droplet cells 6.5 µM = further read-out of Lipid droplet, marked with its call; cell count; measured here: cell count, cytotoxicity flag;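 cells counted across two imaged fields per well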
T cell modulator vesicle-bound % = further read-out of T cell modulator, marked with its call; double positive events, %; measured here: CD8+ vesicle-bound cell fraction;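 binding gate set so that unloaded-vesicle control wells show 10% double positive cells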
NTR1 ag cell count 20 µM = second read-out of NTR1 ag, no call of its own (marks repeat the call); cell count; measured here: cell count, cytotoxicity flag
* = called active by the depositor. Rows were taken by chance; overall some 1.8% were active at least once.

`Brc1ccc(-c2ccc(/C=N/Nc3nc4ccccc4[nH]3)o2)cc1` gave MgcRacGAP inhibition 3%, Lipid droplet 6, GPR55 beta-arrestin -0.2%, T cell modulator inactive, NTR1 ag 1.0, GPR55 antagonists -1%, Large T inhibition 18%, LYP phosphatase -5%, GPR35 antagonists -10%, Lipid droplet cells 6.5 µM 559, T cell modulator vesicle-bound % 55 and NTR1 ag cell count 20 µM 68.
For Cc1ccc(C(OC(=O)c2ccco2)C(=O)NC2CCCC2)cc1 (centres undefined) the results were MgcRacGAP inhibition 4%, Lipid droplet -3, GPR55 beta-arrestin -0.2%, T cell modulator inactive, NTR1 ag 1.3, GPR55 antagonists 10%, Large T inhibition 9%, LYP phosphatase -5%, GPR35 antagonists 15%, Lipid droplet cells 6.5 µM 795, T cell modulator vesicle-bound % 48 and NTR1 ag cell count 20 µM 68.
COc1ccc(CNc2nc(-c3ccccc3)nc3ccccc23)cc1OC was read as MgcRacGAP inhibition 7%, Lipid droplet -8, GPR55 beta-arrestin -0.1%, T cell modulator inactive, NTR1 ag 16, GPR55 antagonists -12%, Large T inhibition 4%, LYP phosphatase -3%, GPR35 antagonists 13%, Lipid droplet cells 6.5 µM 734, T cell modulator vesicle-bound % 18 and NTR1 ag cell count 20 µM 64.
Screening CN(C(=O)CSc1nnc(Cc2cccc3ccccc23)n1N)C1CCS(=O)(=O)C1 (centres undefined) returned MgcRacGAP inhibition 8%, Lipid droplet 1, GPR55 beta-arrestin -0.1%, T cell modulator inactive, NTR1 ag -1.5, GPR55 antagonists -1%, Large T inhibition 10%, LYP phosphatase -3%, GPR35 antagonists -2%, Lipid droplet cells 6.5 µM 755, T cell modulator vesicle-bound % 10 and NTR1 ag cell count 20 µM 36.
`O=C(O)Cc1ccc(N=Cc2c(O)ccc3ccccc23)cc1` gave MgcRacGAP inhibition 8%, Lipid droplet -3, GPR55 beta-arrestin -0.3%, T cell modulator inactive, NTR1 ag 7.2, GPR55 antagonists 8%, Large T inhibition 11%, LYP phosphatase -9%, GPR35 antagonists 3%, Lipid droplet cells 6.5 µM 464, T cell modulator vesicle-bound % 8 and NTR1 ag cell count 20 µM 40.
`O=C(Nc1nc2ccccc2[nH]1)c1cc2ccccc2o1` gave MgcRacGAP inhibition 6%, Lipid droplet 5, GPR55 beta-arrestin 0.2%, T cell modulator inactive, NTR1 ag -2.0, GPR55 antagonists 7%, Large T inhibition -2%, LYP phosphatase -2%, GPR35 antagonists -23%, Lipid droplet cells 6.5 µM 737, T cell modulator vesicle-bound % 43 and NTR1 ag cell count 20 µM 68.
For CC1(C)CC(C2N3CC4(C)CN2CC(C)(C3)C4=O)CCO1 (centres undefined) the results were MgcRacGAP inhibition 1%, GPR55 beta-arrestin 0.2%, T cell modulator inactive, NTR1 ag 2.6, GPR55 antagonists 13%, Large T inhibition 5%, LYP phosphatase -9%, GPR35 antagonists 8%, T cell modulator vesicle-bound % 36 and NTR1 ag cell count 20 µM 52.
`O=C(COC(=O)C1CCN(C(=O)Nc2ccccc2)CC1)NCC(F)(F)F` gave MgcRacGAP inhibition 3%, Lipid droplet 8, GPR55 beta-arrestin 0.1%, T cell modulator inactive, NTR1 ag 0.3, GPR55 antagonists -1%, Large T inhibition 2%, LYP phosphatase -4%, GPR35 antagonists -6%, Lipid droplet cells 6.5 µM 687, T cell modulator vesicle-bound % 66 and NTR1 ag cell count 20 µM 36.
`C/C(=N\N=C\c1ccccc1F)c1nnn(-c2nonc2N)c1C` gave MgcRacGAP inhibition 8%, Lipid droplet -10, GPR55 beta-arrestin 0.2%, T cell modulator inactive, NTR1 ag 3.3, GPR55 antagonists 10%, Large T inhibition -2%, LYP phosphatase -7%, GPR35 antagonists -1%, Lipid droplet cells 6.5 µM 657, T cell modulator vesicle-bound % 0 and NTR1 ag cell count 20 µM 73.
`COC(=O)c1sccc1NC(=O)Cc1ccc(OC)cc1` gave MgcRacGAP inhibition 3%, Lipid droplet -2, GPR55 beta-arrestin -0.2%, T cell modulator inactive, NTR1 ag -0.1, GPR55 antagonists -6%, Large T inhibition 6%, LYP phosphatase 2%, GPR35 antagonists -2%, Lipid droplet cells 6.5 µM 646, T cell modulator vesicle-bound % 48 and NTR1 ag cell count 20 µM 62.
For O=C(NC1CCCCCC1)c1ccco1 the results were MgcRacGAP inhibition 9%, Lipid droplet 13, GPR55 beta-arrestin 0.4%, T cell modulator inactive, NTR1 ag -1.2, GPR55 antagonists 10%, Large T inhibition 3%, LYP phosphatase -14%, GPR35 antagonists 7%, Lipid droplet cells 6.5 µM 645, T cell modulator vesicle-bound % 6 and NTR1 ag cell count 20 µM 66.
For CCOCCn1c(SCCCc2ccccc2)nc2c1c(=O)[nH]c(=O)n2C the results were MgcRacGAP inhibition -1%, Lipid droplet -3, GPR55 beta-arrestin 1.1%, T cell modulator inactive, NTR1 ag 4.3, GPR55 antagonists 14%, Large T inhibition 11%, LYP phosphatase -5%, GPR35 antagonists -2%, Lipid droplet cells 6.5 µM 741, T cell modulator vesicle-bound % 50 and NTR1 ag cell count 20 µM 62.
Cc1nnc(SCC(=O)Nc2cc(-c3cc(C)c(C)cc3C)nn2-c2ccccc2)s1 was read as MgcRacGAP inhibition 7%, Lipid droplet 78*, GPR55 beta-arrestin -0.3%, T cell modulator inactive, NTR1 ag 4.5, GPR55 antagonists 18%, Large T inhibition 6%, LYP phosphatase -3%, GPR35 antagonists -13%, Lipid droplet cells 6.5 µM 727*, T cell modulator vesicle-bound % 66 and NTR1 ag cell count 20 µM 79.
Screening Cc1nnc(Nc2ccccc2F)s1 returned MgcRacGAP inhibition 8%, Lipid droplet -16, GPR55 beta-arrestin -0.1%, T cell modulator inactive, NTR1 ag -0.4, GPR55 antagonists 7%, Large T inhibition 7%, LYP phosphatase -10%, GPR35 antagonists 5%, Lipid droplet cells 6.5 µM 691, T cell modulator vesicle-bound % 15 and NTR1 ag cell count 20 µM 42.
CCCCCn1cnc2c(sc3nc4c(cc32)CSC(C)(C)C4)c1=O was read as MgcRacGAP inhibition 5%, Lipid droplet 6, GPR55 beta-arrestin -0.1%, T cell modulator inactive, NTR1 ag -0.4, GPR55 antagonists -3%, Large T inhibition -1%, LYP phosphatase -5%, GPR35 antagonists -1%, Lipid droplet cells 6.5 µM 497, T cell modulator vesicle-bound % 56 and NTR1 ag cell count 20 µM 83.

Entries listed so far with an aryl methoxy group (2):
COc1ccc(CNc2nc(-c3ccccc3)nc3ccccc23)cc1OC was read as MgcRacGAP inhibition 7%, Lipid droplet -8, GPR55 beta-arrestin -0.1%, T cell modulator inactive, NTR1 ag 16, GPR55 antagonists -12%, Large T inhibition 4%, LYP phosphatase -3%, GPR35 antagonists 13%, Lipid droplet cells 6.5 µM 734, T cell modulator vesicle-bound % 18 and NTR1 ag cell count 20 µM 64.
`COC(=O)c1sccc1NC(=O)Cc1ccc(OC)cc1` gave MgcRacGAP inhibition 3%, Lipid droplet -2, GPR55 beta-arrestin -0.2%, T cell modulator inactive, NTR1 ag -0.1, GPR55 antagonists -6%, Large T inhibition 6%, LYP phosphatase 2%, GPR35 antagonists -2%, Lipid droplet cells 6.5 µM 646, T cell modulator vesicle-bound % 48 and NTR1 ag cell count 20 µM 62.

Next compounds follow.
`O=[N+]([O-])c1ccccc1/C=N\Nc1nccs1` gave MgcRacGAP inhibition 7%, Lipid droplet 1, GPR55 beta-arrestin -0.4%, T cell modulator inactive, NTR1 ag 1.0, GPR55 antagonists 6%, Large T inhibition 11%, LYP phosphatase -5%, GPR35 antagonists -6%, Lipid droplet cells 6.5 µM 824, T cell modulator vesicle-bound % 59 and NTR1 ag cell count 20 µM 65.
`CC(C)CC(CC(C)C)=NNC(=O)c1ccc(CSc2nncn2C)cc1` gave MgcRacGAP inhibition 9%, Lipid droplet 4, GPR55 beta-arrestin -0.4%, T cell modulator inactive, NTR1 ag -0.6, GPR55 antagonists 22%, Large T inhibition 17%, LYP phosphatase -7%, GPR35 antagonists 24%, Lipid droplet cells 6.5 µM 683, T cell modulator vesicle-bound % 30 and NTR1 ag cell count 20 µM 46.
For COc1ccc(N2CCN(C(=O)CCCn3c(=O)c4cccn4c4cccnc43)CC2)cc1 the results were MgcRacGAP inhibition 49%, Lipid droplet -34, GPR55 beta-arrestin -0.1%, T cell modulator inactive, NTR1 ag 1.7, GPR55 antagonists -1%, Large T inhibition 20%, LYP phosphatase -5%, GPR35 antagonists -5%, Lipid droplet cells 6.5 µM 677, T cell modulator vesicle-bound % 28 and NTR1 ag cell count 20 µM 60.
Screening CCCn1nc(NS(=O)(=O)c2ccccc2[N+](=O)[O-])c2cc3ccccc3nc21 returned MgcRacGAP inhibition 9%, Lipid droplet 4, GPR55 beta-arrestin -0.1%, T cell modulator inactive, NTR1 ag 0.2, GPR55 antagonists 20%, Large T inhibition 20%, LYP phosphatase -7%, GPR35 antagonists -13%, Lipid droplet cells 6.5 µM 687, T cell modulator vesicle-bound % 7 and NTR1 ag cell count 20 µM 60.
`Nc1ccc(Nc2ccccc2)cc1` gave MgcRacGAP inhibition 17%, GPR55 beta-arrestin -0.1%, NTR1 ag 18, GPR55 antagonists 0%, Large T inhibition -1%, LYP phosphatase -7%, GPR35 antagonists 1% and NTR1 ag cell count 20 µM 44.
`COC(=O)[C@@]1(Cc2ccccc2)[C@H]2c3cc(C(=O)N4CCCC4)n(Cc4ccsc4Br)c3C[C@H]2CN1C(=O)c1ccccc1` gave Lipid droplet 3, GPR55 beta-arrestin 0.2%, T cell modulator inactive, NTR1 ag 11, GPR55 antagonists 13%, Large T inhibition 3%, LYP phosphatase 6%, GPR35 antagonists -15%, Lipid droplet cells 6.5 µM 736, T cell modulator vesicle-bound % 42 and NTR1 ag cell count 20 µM 52.
O=C(O)C(C(O)c1ccc([N+](=O)[O-])cc1)[n+]1ccccc1 (centres undefined) was read as MgcRacGAP inhibition 13%, T cell modulator inactive, NTR1 ag 0.6, Large T inhibition 3%, T cell modulator vesicle-bound % 38 and NTR1 ag cell count 20 µM 57.

Screening results (PubChem)
